Lipid droplet – modulators of hepatic lipid droplet formation; AML12 mouse hepatocytes, oleate lipid droplets, BODIPY imaging; inhibition, % at 6.5 µM; actives 0.4% (n = 240,000); AID 1656;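 active = lipid droplet intensity inhibited by at least 50%, with more than 500 cells counted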
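System: AML12 hepatocytes (mouse). Probe or stimulus: oleic acid at 100 µM to induce lipid droplet formation. Times: overnight treatment with compound plus oleate. Detection: Image-based BODIPY and DAPI two-channel analysis. Evaluation: percent inhibition of filter-corrected integrated lipid droplet intensity per well.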
Lipid droplet cells 6.5 µM – further read-out of Lipid droplet, marked with its call; cell count; measured here: cell count, cytotoxicity flag;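 cells counted across two imaged fields per well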
Starred values were filed as active, the others as inactive. Not all compounds are listed; rates above refer to the full screens.

SMILES,Lipid droplet,Lipid droplet cells 6.5 µM
COc1ccc2cc3cc(C(=O)NCCC(C)C)oc3nc2c1,15,839
NS(=O)(=O)c1ccc(CCNc2nc(C(F)(F)F)nc3ccccc23)cc1,-10,803
O=[N+]([O-])c1ccc(-[n+]2nc(-c3ccccc3)nn2-c2ccccc2)cc1,87*,797*
COc1ccccc1CNC(=O)c1ccc(NC2=NC3CS(=O)(=O)CC3S2)cc1 (stereo not given),6,695
Fc1ccc(/C=N/Nc2nccnc2Cl)cc1,1,871
N#Cc1ccccc1S(=O)(=O)N1CCN(C(=O)c2cc(-c3ccccc3)nn2-c2ccccc2)CC1,3,843
CC(C)n1nnnc1SCC(=O)NC1CCCC1,-5,839
CC(=O)c1cccc(NC(=O)CN2CCN(Cc3ccccc3)CC2)c1,-1,814
O=C(CN1CCC(C(=O)c2ccc3c(c2)OCCO3)CC1)Nc1ccccc1F,1,785
Cc1oc2c(Cl)c(Cl)c(O)c(CN(C)C)c2c1C(=O)c1ccc(Cl)cc1,-7,785
COc1cccc(C(=O)NC2CCN(CC(=O)NCc3ccccc3F)CC2)c1,3,812
CCC/C(=N\NC(=O)c1ccco1)c1ccc(Cl)s1,12,764
COc1cc2c(cc1OC)CN(C(=O)CCOc1ccccc1C)CC2,-7,739
CCC1CCCCN1C(=O)NC(=O)c1ccccc1 (stereo not given),6,869
N#Cc1ccccc1OCC(=O)N1CCN(C(=O)c2ccco2)CC1,-12,790
O=C(c1cc(-c2ccccc2O)on1)N1CCOCC1,6,815
CCN(c1ccccc1C)S(=O)(=O)c1nnc(NC(=O)c2ccco2)s1,-13,682
N#Cc1ccc(COC(=O)c2cccnc2Cl)cc1,0,799
COc1ccc(-c2cc(C(=O)Nc3cc(Br)ccc3O)no2)cc1,-2,813
Cc1ccc(C(=O)NCCNC(=O)COc2ccccc2Cl)cn1,-7,798
Cc1cccc(N2C(=O)N3[C@H](c4ccc(Br)cc4)[C@@H]4C(=O)N(C(C)(C)C)C(=O)[C@@H]4[C@]3(C)C2=O)c1,4,855
CN(C1CCCCC1)C(CNS(=O)(=O)c1ccccc1)c1ccccc1 (stereo not given),1,645
CCc1ccc(S(=O)(=O)/N=C2\C=C(Nc3cccc(C(=O)O)c3)C(=O)c3ccccc32)cc1,15,829
Cn1cc(C(=O)C(=O)N2CCc3ccccc32)c2ccccc21,-7,639
CC1CCN(S(=O)(=O)c2cccc3cccnc23)CC1,-29,776
CCOc1ccc(CCNC(=O)CCC(=O)N2CCSc3ccccc32)cc1OCC,91*,793*
COC(=O)c1ccc(NC(=O)c2cc[n+]([O-])cc2)cc1,-4,777
N#C/C(=C\c1cccnc1)C(=O)Nc1ccc(SC(F)F)cc1,4,764
CNc1c(NC(=O)c2ccc3c(c2)OCO3)c(=O)oc2ccccc12,3,712
N/C(=N\OC(=O)c1ccccc1Br)c1ccc([N+](=O)[O-])cc1,4,832
CS(=O)(=O)c1ccc(Cl)c(NC(=O)C2CC(=O)N(c3ccc4c(c3)OCCO4)C2)c1 (stereo not given),6,762
CCCCOc1ccc(N(CC(=O)NC2CCCCC2)C(=O)CCC(=O)Nc2ccccn2)cc1,-3,768
C[C@H]1CCC(=O)N([C@H](CC#N)Cc2ccccc2)CC1,-11,860
CC(C)N1CC(C(=O)Nc2ccc(Cl)c(Cl)c2)CC1=O (stereo not given),8,827
COc1ccc(NC(=O)CCN2CCN(c3ccccc3F)CC2)c(OC)c1,4,803
COc1ccc(S(=O)(=O)NCCc2cc3ccc(C)c(C)c3[nH]c2=O)cc1,-10,851
O=C(Nc1ccc(F)cc1)C1CCCN(S(=O)(=O)c2ccc3[nH]c(=O)ccc3c2)C1 (stereo not given),-3,807
CCOc1ccc2nc(SCC(=O)NCC3CCCO3)c(C#N)cc2c1 (stereo not given),-3,812
O=c1ccc(-c2ccccc2)nn1Cc1ccc(F)cc1Cl,-2,776
CCOc1ccc(CCNC(=O)Cc2ccc(NC3=NC4CS(=O)(=O)CC4S3)cc2)cc1OCC (stereo not given),8,686
COc1ccc(-c2cc(C(=O)Nc3c(C)n(C)n(-c4ccccc4)c3=O)c3ccccc3n2)c(OC)c1,-2,659
CCOc1ccc(N(C(=O)c2snc(C(N)=O)c2N)C(C)C(=O)NC2CCCCC2)cc1 (stereo not given),14,611
CC(=C/c1ccccc1)/C=N/NC(=O)c1nnn(-c2nonc2N)c1CN1CCC(C)CC1,-16,763
COc1ccc(OC)c(CNC(=O)CCc2cn(C)c3ccccc23)c1,-80,759
Cc1cccc(NC(=O)/C(C#N)=C/c2ccccc2Cl)n1,7,828
CCOc1ccc(CCNC(=O)CCc2nnc3ccc(N4CCOCC4)nn23)cc1OCC,11,811
O=C(CCCN1C(=O)S/C(=C\C=C\c2ccccc2)C1=O)Nc1ccc(O)cc1,-1,846
CC(C)(C)OC(=O)N1CCC(c2c(C(=O)NCC3CCN(C4CCCC4)C3)cnn2-c2ccc(F)cc2)CC1 (stereo not given),11,712
O=C(CCN1CCCC1=O)NC1CCCc2c1cnn2-c1ccc(F)cc1F (stereo not given),2,843
CC(=O)c1ccc(OCc2cc(C(=O)N3CCC(Oc4ccccc4C)CC3)no2)cc1,17,840
Cc1c(OC(C)C(=O)NCCCn2ccnc2)ccc2c3c(c(=O)oc12)CCC3 (stereo not given),-2,694
COc1ccc(CCNC(=O)c2cc(COc3c(F)cccc3F)on2)c(OC)c1,18,787
CCOc1ccc(NC(=O)CCNC(=O)c2ccco2)cc1,-43,739
N#Cc1cccc(CN2C=NS(=O)(=O)c3ccccc32)c1,12,796
CC1CN(S(=O)(=O)c2csc(C(=O)Nc3ccccc3)c2)CC(C)O1 (stereo not given),4,715
O=C(COc1ccc(Br)cc1)NC(=S)Nc1ccccc1N1CCOCC1,1,879
CCCCS(=O)(=O)Nc1ccc(N2CCOCC2)c(S(=O)(=O)N2CCOCC2)c1,-1,852
C=C(C)CN(CC)C(=O)CN1C(=O)NC(C)(c2ccc3ccccc3c2)C1=O (stereo not given),9,826
CCc1noc(C)c1C(=O)Nc1sc(C(=O)N(C)C)c(C)c1C#N,-6,754
COc1ccccc1CC(=O)N1CCN(S(=O)(=O)c2ccccc2)CC1,-12,637

More results follow.
SMILES,Lipid droplet,Lipid droplet cells 6.5 µM
O=C(COc1ccc(F)cc1)N(Cc1ccc(Cl)cc1)C1CCS(=O)(=O)C1 (stereo not given),-7,751
CC1CCN(S(=O)(=O)c2cnc[nH]2)CC1,-2,688
CN(C(=O)CC1C(=O)NCCN1Cc1ccc(F)c(F)c1)C1CCCCC1 (stereo not given),5,706
O=C(Nc1ccc(Oc2cccnc2)cc1)C1CCN(Cc2cccc(Cl)c2)CC1,-10,623
CCCc1ccc(-c2cc(C(=O)N3CCN(c4ccccn4)CC3)c3ccccc3n2)cc1,-46,819
NNc1nnc2c3cc(F)ccc3n(CCc3ccccc3)c2n1,-20,708
CCOC(=O)c1cc(S(=O)(=O)N2CCCC2)cn1C,-10,724
CC(=O)N1c2ccc(S(=O)(=O)N3CCCC3C(=O)Nc3cccc(F)c3)cc2CC1C (stereo not given),-16,798
O=C(NNC(=O)c1ccc(-c2ccccc2)cc1)Nc1ccc(F)cc1F,2,728
COc1ccc(/C=N/NC(=O)CN(C)C(=O)OCc2ccccc2)cc1OC,8,661
COc1cc(CCC(=O)N2CCN(c3cccc(C)c3C)CC2)cc(OC)c1OC,-19,831
CC(=O)N1c2ccc(S(=O)(=O)NCCC(=O)N3CCC(C)CC3)cc2CC1C (stereo not given),3,756
Cc1c(C(=O)NC2CCCCC2)sc2ncnc(N3CCN(c4ccccc4)CC3)c12,-24,763
CCCc1c(C(=O)N/N=C/c2cccnc2)nnn1-c1nonc1N,-1,646
CCC1CN(C(=O)NCc2cccc(OC)c2)c2ccccc2O1 (stereo not given),-6,794
CCN(CC)S(=O)(=O)c1ccc(N2CCCC2)c(NC(=O)c2c(-c3ccccc3)noc2C)c1,1,779
COc1cccc(NC(=O)CN(C)C(=O)Cc2ccc(Cl)cc2Cl)c1,-1,723
Cc1cc(N2CCCC2=O)ccc1S(=O)(=O)NC1CCCCC1,0,788
O=C(CN(Cc1ccc(F)cc1)C(=O)CNS(=O)(=O)c1ccc(Cl)cc1)NCC1CCCO1 (stereo not given),-11,809
COc1cc(CNS(=O)(=O)c2ccc3c(c2)CC(C)N3C(C)=O)cc(OC)c1OC (stereo not given),3,696
COc1cc(OC)c(-n2cc(-c3ccc(OC)c(OC)c3)[nH]c2=S)cc1Cl,0,850
O=Cc1cn(-c2ccccc2)nc1-c1ccccn1,-24,666
COCc1ccc(CN2CCC(Oc3ccc(C(=O)NCc4ccccn4)cc3)CC2)o1,-32,661
Cc1cc(C)c(NC(=O)C2CCCN(S(=O)(=O)c3c(C)noc3/C=C/N(C)C)C2)c(C)c1 (stereo not given),-7,671
Cc1c(C(=O)N(Cc2ccc(N(C)C)cc2)CC2CCCO2)oc2ccccc12 (stereo not given),-24,688
COc1ccc(-c2c(C)nn3c(N)c(-c4ccccc4)cnc23)cc1OC,-17,760
Cc1nnc(NC(=O)CN2CCN(Cc3ccc(F)cc3Cl)CC2)s1,-3,775
CSCC[C@H](NC(=O)OC(C)(C)C)C(=O)N1CCC(C(=O)N[C@@H](Cc2c[nH]c3ccccc23)C(=O)O)CC1,13,628
CC(=O)c1cccc(S(=O)(=O)N2CCC(c3nc4ccccc4[nH]3)CC2)c1,-2,730
O=C(NCCCc1ccccc1)C(=O)NCC1OCCN1S(=O)(=O)c1ccc(F)cc1 (stereo not given),-7,597
CCCS(=O)(=O)c1ccc(COC(=O)Cc2ccc([N+](=O)[O-])cc2)cc1,0,838
CS(=O)(=O)N1CCc2cc(C(=O)Nc3ccc(Br)cc3)ccc21,7,672
Cc1ccc(NC(=O)C[n+]2ccccc2)cc1C,0,816
CCN(CC)c1nc2c(c(=O)[nH]c(=O)n2C)n1CCCc1ccccc1,-15,776
C=CCn1cc(CN2CCC(C(=O)Nc3cccc(-c4cccc(F)c4)c3)CC2)c(C)n1,20,744
CC(C)c1ccc(S(=O)(=O)N2CCN(C(=O)c3cc(-c4ccccc4)n[nH]3)CC2)cc1,-5,817
c1ccc2c(c1)nc1n2CCN1CCN1CCCC1,-5,812
O=C(CSc1nncn1-c1ccccc1)Nc1ccccc1F,0,635
O=C(CN1CCCCC1)N/N=C/c1ccccc1Br,-2,817
Cc1ccc(CSc2nc(-c3ccccc3)c(C#N)c(=O)[nH]2)cc1,-2,803

Structures shown so far that have bromine (6):
SMILES,Lipid droplet,Lipid droplet cells 6.5 µM
COc1ccc(-c2cc(C(=O)Nc3cc(Br)ccc3O)no2)cc1,-2,813
Cc1cccc(N2C(=O)N3[C@H](c4ccc(Br)cc4)[C@@H]4C(=O)N(C(C)(C)C)C(=O)[C@@H]4[C@]3(C)C2=O)c1,4,855
N/C(=N\OC(=O)c1ccccc1Br)c1ccc([N+](=O)[O-])cc1,4,832
O=C(COc1ccc(Br)cc1)NC(=S)Nc1ccccc1N1CCOCC1,1,879
CS(=O)(=O)N1CCc2cc(C(=O)Nc3ccc(Br)cc3)ccc21,7,672
O=C(CN1CCCCC1)N/N=C/c1ccccc1Br,-2,817

Continued.
SMILES,Lipid droplet,Lipid droplet cells 6.5 µM
O=S(=O)(c1ccccc1)N(Cc1ccc(Cl)cc1)c1ccncc1,-36,737
CCC(C)C(NC(=O)OCc1ccccc1)C(=O)NCC(c1ccccc1)N(C)C (stereo not given),-2,759
O=C(Nc1cccc2cccnc12)c1cccc(Cl)c1,3,872
COC(=O)c1ccsc1NC(=O)CCc1ccccc1,-7,723
CC(=O)c1ccc(-n2c(CCC(=O)O)ccc2-c2ccc(Cl)cc2)cc1,19,835
O=C(NC1CCOc2ccccc21)c1ccc(=O)[nH]c1 (stereo not given),-4,784
C=Cn1cc[n+](CC(=O)c2ccc(Cl)cc2)c1,-7,750
COc1cccc(NC(=O)Cn2cnc3c(oc4nc5c(cc43)CCCC5)c2=O)c1,0,715
CCOC(=O)c1ccc(C(=O)NNC(=O)C2C3C=CC(C3)C2C(=O)O)cc1 (stereo not given),4,697

2 of these compounds in another layout.
compound: Cc1ccc(C(=O)NCCNC(=O)COc2ccccc2Cl)cn1
  Lipid droplet = -7
  Lipid droplet cells 6.5 µM = 798

compound: O=C(NNC(=O)c1ccc(-c2ccccc2)cc1)Nc1ccc(F)cc1F
  Lipid droplet = 2
  Lipid droplet cells 6.5 µM = 728

Pulled by compound from the list above (3):
SMILES,Lipid droplet,Lipid droplet cells 6.5 µM
COc1cccc(NC(=O)Cn2cnc3c(oc4nc5c(cc43)CCCC5)c2=O)c1,0,715
O=S(=O)(c1ccccc1)N(Cc1ccc(Cl)cc1)c1ccncc1,-36,737
O=C(NC1CCOc2ccccc21)c1ccc(=O)[nH]c1 (stereo not given),-4,784
